D1 PAM: Potentiators of Human D1 Dopamine Receptor: qHTS; potentiation, % at 10 µM; AID 504651, 2011; D(1A) dopamine receptor (Homo sapiens), P21728; 0.036% of 360,000 active; HEK293 TREx D1 cells, calcium flux, dopamine EC20 potentiation; in the data active means potentiation above about 30%; further: 0% is about no effect
RXFP1 antagonist: qHTS Assay for Antagonists of the Relaxin Receptor RXFP1 | AID 1259400, 2018 | activity change, negative = inhibition, % at 57.5 µM | 0.59% of 350,000 active | HEK293-RXFP1, relaxin-stimulated cAMP HTRF, 30 min; hits give low values;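 active means activity change of -60% or lower, but not beyond a set lower limit; inconclusive means change between -60% and -40%, or beyond the set limit; inactive means change above -40%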; further: on the % scale 0 is the no-effect control and ±100 the full control effect
Vif-A3F inh: qHTS for Inhibitors of Vif-A3F Interactions: qHTS | HeLa A3F-eYFP + Vif (tagged APOBEC3F with the HIV-1 protein that degrades it), YFP fluorescence increase | Potency, µM (series often up to 46.1 µM), for the others: at the highest dose activity, negative = active | 0.2% of 390,000 active | AID 602313, 2012; further: potency means the concentration at half of the fitted maximal effect; % of control where 0% means no effect; nearly all actives have a fitted effect of over 65% in size
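HeLa cells stably expressing A3F-eYFP plus Vif, plated and incubated overnight at 37 deg C, then exposed to compounds overnight at 37 deg C. Blocked degradation read as raised yellow fluorescence (Ex 488/Em 500-530).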
Vif-APOBEC3G blk: qHTS for Inhibitors of Vif-A3G Interactions: qHTS | Potency, µM (series often up to 46.1 µM), without a hit: at the highest dose activity, negative = active, most hits filed as inhibitors | HeLa A3G-eYFP + Vif (tagged APOBEC3G with the HIV-1 protein that degrades it), YFP fluorescence, overnight | 0.076% of 410,000 active;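 further: potency means the concentration at half of the fitted maximal effect; on the % scale 0 is the no-effect control and ±100 the full control effect; nearly all actives have a fitted effect of over 60% in size; hits raise eYFP signal because A3G escapes Vif-driven loss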
Target sequence (Q9HC16 whole entry, looked up): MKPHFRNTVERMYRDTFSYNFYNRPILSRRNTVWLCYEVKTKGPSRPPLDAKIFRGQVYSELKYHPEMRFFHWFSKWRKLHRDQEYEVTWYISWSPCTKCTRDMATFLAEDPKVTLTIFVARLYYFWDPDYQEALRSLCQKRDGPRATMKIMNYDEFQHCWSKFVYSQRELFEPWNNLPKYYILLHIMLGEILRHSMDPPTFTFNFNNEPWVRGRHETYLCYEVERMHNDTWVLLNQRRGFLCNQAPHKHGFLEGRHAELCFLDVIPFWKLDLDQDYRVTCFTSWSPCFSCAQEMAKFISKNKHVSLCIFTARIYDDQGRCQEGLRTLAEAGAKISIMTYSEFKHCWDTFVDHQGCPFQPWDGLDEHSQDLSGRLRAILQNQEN
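HeLa cells stably expressing Vif and C-terminally eYFP-tagged A3G, seeded overnight at 37 deg C, then exposed to compound by pintool overnight at 37 deg C. Rise in yellow fluorescence (Ex 488/Em 500-530, Acumen) marks blocked Vif-driven A3G degradation.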
GRP78 ERSR act: qHTS for Inducers of the Endoplasmic Reticulum Stress Response (ERSR) in Human Glioma: qHTS. U87-MG GRP78 promoter luciferase reporter, 16 h. Potency, µM, inactives show at the top dose activation, most hits filed as activators. 0.02% of 420,000 active; further: potency means the concentration at half of the fitted maximal effect; series mostly up to about 76 µM; % of control where 0% means no effect; nearly all actives have a fitted effect of over 35% in size
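Stably transfected U87-MG human glioma cells carrying a GRP78-based luminescent sensor were seeded at 1000 cells/well, pin-dosed with compounds and incubated 16 h. Luciferase reagent was then added, and end-point luminescence was read after 10 min at room temperature.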
RXFP1 agonist: qHTS Assay for Agonists of the Relaxin Receptor RXFP1; Relaxin receptor 1 (Homo sapiens), Q9HBX9; HEK293T-RXFP1 cAMP TR-FRET, 30 min; response scale: percent of porcine relaxin response, buffer zero; Potency, µM (doses to about 57.5 µM), without a hit: top-dose activation, usual class: activators; 0.3% of 370,000 active; AID 2676, 2010; further: potency means the concentration at half of the fitted maximal effect; on the % scale 0 is the no-effect control and ±100 the full control effect; nearly all actives have a fitted effect of over 60% in size; many of its hits are not listed in these tables
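HEK293T cells stably expressing RXFP1 were pretreated with the PDE4 inhibitor Ro 20174, exposed to compounds for 30 min at 37C, lysed, and cAMP was read by TR-FRET. Data normalized to buffer (basal) and 29 nM porcine relaxin (100%).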
D1 ag: Allosteric Agonists of the Human D1 Dopamine Receptor: qHTS | D(1A) dopamine receptor (Homo sapiens), P21728 | activation, % at 2 µM | 1% of 360,000 active | HEK293 T-REx D1 cells, calcium flux, agonist mode; in the data active means activation above about 30%; further: 0% is about no effect
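Inducible HEK293 T-REx D1 cells, force-coupled to calcium signalling, were plated at 4000 cells/well with tetracycline and held overnight at 30 C. After no-wash calcium dye loading, compound-evoked calcium rise over 180 s flagged agonists.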
D2 potentiator: HTS Assay for Positive Allosteric Modulators of the Human D2 Dopamine Receptor: Primary Screen for Potentiators; HEK293 T-REx D2, calcium flux, EC20 dopamine potentiation; 0.34% of 340,000 active; D(2) dopamine receptor (Homo sapiens), P14416; AID 485347, 2010; potentiation, % at 10 µM;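 active means potentiation over 3 SD above the plate norm, cut at about 30% in these data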; further: 0% is about no effect
Target sequence (P14416 whole entry, looked up): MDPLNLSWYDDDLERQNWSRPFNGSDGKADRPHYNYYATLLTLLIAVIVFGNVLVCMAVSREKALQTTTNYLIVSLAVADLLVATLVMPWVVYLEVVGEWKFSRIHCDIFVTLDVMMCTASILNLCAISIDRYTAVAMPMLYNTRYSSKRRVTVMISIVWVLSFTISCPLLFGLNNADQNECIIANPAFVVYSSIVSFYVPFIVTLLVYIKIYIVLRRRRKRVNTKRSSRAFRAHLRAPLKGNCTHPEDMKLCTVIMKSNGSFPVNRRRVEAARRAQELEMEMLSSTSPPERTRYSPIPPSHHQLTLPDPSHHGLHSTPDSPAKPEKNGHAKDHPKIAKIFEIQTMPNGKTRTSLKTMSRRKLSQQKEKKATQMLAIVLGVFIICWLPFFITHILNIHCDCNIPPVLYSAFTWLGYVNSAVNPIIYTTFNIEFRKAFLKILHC
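Potentiation of an EC20 dopamine calcium response is measured in a force-coupled, tetracycline-inducible Hek293 Trex D2 line. Compound-only kinetic reads over 180 s flag agonists before dopamine addition.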
D1 antag: Antagonist of Human D 1 Dopamine Receptor: qHTS | HEK293 TREx D1 cells, calcium flux, dopamine EC80; hits give low values | activity change, negative = inhibition, % at 10 µM | 3.2% of 360,000 active | D(1A) dopamine receptor (Homo sapiens), P21728; in the data active means activity change below about -30%; further: on the % scale 0 is the no-effect control and ±100 the full control effect
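Antagonism measured as reduced calcium response to an EC80 dopamine addition following 180 s compound pre-read; cells were inducible HEK293 Trex D1 plated overnight at 30 C, read kinetically at 1 cycle/sec.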
* = called active by the depositor; ? = inconclusive; . = no result given. Unless noted, the call rests on the fitted dose curve; in most records, active means well fitted curve in the direction sought with a large enough effect; inconclusive means small, poorly fitted or top-dose-only effect, or another doubt; inactive means no such curve, though single readings can be large; an effect the other way counts as inactive or inconclusive.

#1 O=C(CCc1nnc(-c2ccccc2)o1)NCC1CCN(C2CCCC2)CC1
#2 CN(CC(=O)Nc1c(Cl)cccc1Cl)C(=O)c1ccc(NS(=O)(=O)c2ccc3[nH]c(=O)[nH]c3c2)cc1
#3 COc1ccc(NC(=O)CN(C)C(=O)/C=C/c2cn(Cc3ccccc3)nc2-c2cccnc2)cc1
#4 O=C(CC1N=C2c3ccccc3N=C(SCc3ccccc3F)N2C1=O)NCc1ccc2c(c1)OCO2 (centres undefined)
#5 Cc1cc(C(=O)NC2CC2)c2ccccc2n1
#6 CCOC(=O)c1nnn(-c2ccccc2)c1C
Assay by compound	1	2	3	4	5	6
D1 PAM	-2	.	0	-2	-4	-6
RXFP1 antagonist	-4	2	-23	-10	1	-5
Vif-A3F inh	0%	-1%	-8%	1%	2%	0%
Vif-APOBEC3G blk	2%	-6%	-6%	-1%	2%	-4%
GRP78 ERSR act	2%	-2%	-2%	-1%	-4%	0%
RXFP1 agonist	0.3%	.	0.0%	4.0%	1.5%	2.6%
D1 ag	-1	.	3	1	4	0
D2 potentiator	-6	.	9	.	5	25
D1 antag	6	.	-9	14	-5	-5

Full records, looked up by structure. Screens in order: D1 PAM	RXFP1 antagonist	Vif-A3F inh	Vif-APOBEC3G blk	GRP78 ERSR act	RXFP1 agonist	D1 ag	D2 potentiator	D1 antag
Results for `O=C(CC1N=C2c3ccccc3N=C(SCc3ccccc3F)N2C1=O)NCc1ccc2c(c1)OCO2` (centres undefined) = -2	-10	1%	-1%	-1%	4.0%	1	.	14
Results for `COc1ccc(NC(=O)CN(C)C(=O)/C=C/c2cn(Cc3ccccc3)nc2-c2cccnc2)cc1` = 0	-23	-8%	-6%	-2%	0.0%	3	9	-9

(further entries)
#7 CCCC(=O)Nc1cccc(-c2nc3ncccc3o2)c1
#8 CC(c1ccccc1)C(CC(=O)O)C(=O)Nc1ccc(Cl)c(Cl)c1 (centres undefined)
#9 O=C(O)c1cccc2c1-c1ccc([N+](=O)[O-])cc1C2=O
#10 Cc1cc(=O)[nH]c2c(C)c(N)ccc12
#11 CC(=O)N1CCN(c2ccc(NC(=O)c3ccco3)cc2Cl)CC1
#12 O=C1C(=O)N(CCO)C(c2cccc(F)c2)/C1=C(\O)c1ccc(Cl)cc1 (centres undefined)
Assay by compound	7	8	9	10	11	12
D1 PAM	1	21	.	3	-3	-1
RXFP1 antagonist	-6	4	-2	-2	-9	.
Vif-A3F inh	0%	3%	16%	-1%	-14%	1%
Vif-APOBEC3G blk	2%	1%	0%	0%	-2%	1%
GRP78 ERSR act	0%	-4%	-4%	-4%	0%	-4%
RXFP1 agonist	4.9%	-2.5%	.	4.9%	1.2%	5.8%
D1 ag	3	6	.	3	4	-1
D2 potentiator	-2	-10	.	-3	10	13
D1 antag	-13	-26	.	7	-10	-2

#13 Cc1ccc(C(=O)N/C(=C\c2cccs2)C(=O)N2CCN(C)CC2)cc1C
#14 O=C(NC1CCCCC1)C1CCC(=O)N(C2CC2)C1 (centres undefined)
#15 O=C(NCCCNCc1ccccc1)c1ccncc1
#16 COCCNC(=O)c1c[nH]c2ccc(S(=O)(=O)N3CCC4(CC3)OCCO4)cc2c1=O
#17 C=CCn1c(SCC(=O)Nc2nnc(C)s2)nnc1C1CC1
#18 CN(C)/C(=N\S(=O)(=O)c1ccccc1)c1ccc(Cl)cc1
Assay by compound	13	14	15	16	17	18
D1 PAM	-1	5	-1	-1	1	-4
RXFP1 antagonist	-4	12	9	.	-2	-2
Vif-A3F inh	3%	-5%	1%	1%	0%	0%
Vif-APOBEC3G blk	-5%	-1%	0%	2%	0%	-1%
GRP78 ERSR act	-1%	-3%	-4%	0%	3%	-4%
RXFP1 agonist	-0.7%	1.4%	1.7%	0.8%	-0.2%	3.6%
D1 ag	2	1	1	-2	3	2
D2 potentiator	-9	0	9	3	9	-1
D1 antag	11	8	-7	6	2	-1

#19 Cc1cc(Nc2ccc3c(c2)OCCO3)c2cccc(C)c2n1
#20 O=C(Nc1cccc(C(F)(F)F)c1)c1cc2c(s1)-c1ccccc1OC2
#21 N/C(=N\c1nc(CSc2ccc(Cl)cc2)cc(=O)[nH]1)Nc1cccc2ccccc12
#22 CCOC(=O)c1c(C)[nH]c(C(=O)OC/C(O)=C(\C#N)c2nc3ccccc3[nH]2)c1C
#23 O=[N+]([O-])c1cccc(/C=N\N=C2c3ccccc3-c3ccccc32)c1O
#24 COc1ccc(C(CNC(=O)c2ccc(-c3ccccc3Cl)o2)N2CCCC2)cc1 (centres undefined)
Assay by compound	19	20	21	22	23	24
D1 PAM	-7	-7	-5	0	5	.
RXFP1 antagonist	-7	-4	-1	1	4	-8
Vif-A3F inh	11%	3%	-1%	?	-8%	0%
Vif-APOBEC3G blk	0%	0%	-5%	?	-1%	-8%
GRP78 ERSR act	-6%	-2%	-4%	0%	0%	8%
RXFP1 agonist	4.2%	5.0%	2.2%	0.8%	0.2%	.
D1 ag	0	0	2	6	-1	.
D2 potentiator	.	-16	13	11	-1	.
D1 antag	-19	13	10	-15	-21	.

#25 O=C(NC1CCCCC1)C1CCN(c2nnnn2-c2ccccc2)CC1
#26 Cc1ccc(-c2cc(-c3ccco3)c(C#N)c(=O)[nH]2)cc1
#27 Cc1ccn(CC(=O)N2CCCC(N3CCN(c4ccccc4F)CC3)C2)n1 (centres undefined)
#28 CCCN(CCC)c1ccc(/C=C/c2ccc3cc(OCC)ccc3n2)cc1
#29 Cc1sc2nc(SCC(=O)NCc3ccco3)n(CCc3ccccc3)c(=O)c2c1C
#30 O=c1ccc(=O)n(CCc2ccccn2)[nH]1
Assay by compound	25	26	27	28	29	30
D1 PAM	-2	-8	-7	-3	4	.
RXFP1 antagonist	-3	6	26	1	-10	0
Vif-A3F inh	-9%	-11%	1%	?	.	-22%
Vif-APOBEC3G blk	3%	-2%	-10%	-11%	-10%	-6%
GRP78 ERSR act	-1%	-6%	-3%	-4%	-5%	-7%
RXFP1 agonist	-0.4%	3.8%	2.2%	26%	11%	.
D1 ag	0	3	-1	33*	-2	.
D2 potentiator	1	-9	-3	-4	-3	.
D1 antag	-4	-7	-12	-19	-8	.

#31 C=C(C)c1cccc(C(C)(C)NC(=O)Nc2cccnc2)c1
#32 COC(=O)CCCC1=CC2=C(c3ccccc3)C(=O)C(C)(OC(=O)C3CCCC3)C(=O)C2=CN1C1CCCC1 (centres undefined)
#33 COc1ccccc1C(=O)NNC1CC(=O)N(c2ccc3c(c2)OCCO3)C1=O (centres undefined)
#34 CCCNC(=O)N(C)C[C@@H]1Oc2cc(C#CC(C)(C)O)ccc2S(=O)(=O)N([C@H](C)CO)C[C@H]1C
#35 Cc1cc2c(cc1C)CSC(c1ccccc1OC(=O)C(C)(C)C)SC2
#36 CCC(CC)CN1CCN=C1Nc1ccccc1
Assay by compound	31	32	33	34	35	36
D1 PAM	-1	-2	5	.	2	-4
RXFP1 antagonist	4	.	.	-6	-1	.
Vif-A3F inh	-3%	-3%	-11%	0%	-2%	5%
Vif-APOBEC3G blk	-7%	-5%	1%	2%	-11%	1%
GRP78 ERSR act	-3%	-4%	-1%	-5%	1%	-2%
RXFP1 agonist	1.0%	-0.8%	0.1%	.	2.7%	0.6%
D1 ag	8	0	1	.	7	-1
D2 potentiator	8	-10	10	.	3	1
D1 antag	-18	-10	-4	.	7	6

#37 N#CCC(=N)N1CCN(c2ccc(F)cc2)CC1
#38 O=C(NCCC1=CCCCC1)c1ccc2c(c1)N(Cc1ccccc1F)C(=O)c1ccccc1S2(=O)=O
#39 O=C(Cn1cc(SCc2cccc(Cl)c2)c2ccccc21)N1CCCCCC1
#40 CC(C)CCc1noc(CN(C)CC2CCN(Cc3ccccc3)CC2)n1
#41 CCOC(=O)c1nc(Nc2ccc(Cl)cc2)c2c(C)noc2n1
#42 CCOC1=NN(c2ccc(Cl)cc2)C(=O)/C1=C\N(C)C
Assay by compound	37	38	39	40	41	42
D1 PAM	-3	-7	-4	4	-2	-2
RXFP1 antagonist	-7	.	-28	-6	3	-2
Vif-A3F inh	-17%	-10%	1%	-5%	2%	-21%
Vif-APOBEC3G blk	-5%	-28%	-2%	2%	-3%	-5%
GRP78 ERSR act	0%	-4%	0%	-2%	-2%	0%
RXFP1 agonist	-0.4%	1.9%	2.5%	-1.4%	2.9%	-1.8%
D1 ag	5	4	12	-1	-1	11
D2 potentiator	-7	9	3	-7	-2	2
D1 antag	-6	-12	0	0	16	54

#43 CCN(c1ccccc1)S(=O)(=O)c1cccc(C(=O)N(C)CCOc2ccccc2)c1
#44 COc1ccccc1N1CCN(Cc2nnnn2CCc2ccccc2)CC1
#45 O=C(OCC(=O)c1ccccc1Cl)c1cnccn1
#46 COc1ccc(OCC(=O)Nc2ccc(NC(=O)c3ccco3)cc2)cc1
#47 Cc1ccc2scc(N3CCCCC3)c(=O)c2c1
#48 CCC(C)NS(=O)(=O)c1ccc(F)c(C(=O)Nc2c(F)cc(F)cc2Br)c1 (centres undefined)
#49 C#CC1CN(Cc2ccccc2)CC(C#C)N1C (centres undefined)
#50 CCCCC#Cc1ccc2c(c1)COc1c3ccccc3nn1-2
Assay by compound	43	44	45	46	47	48	49	50
D1 PAM	7	-2	-4	-4	0	-3	0	1
RXFP1 antagonist	-3	1	-1	-7	6	0	7	.
Vif-A3F inh	-10%	3%	-11%	-7%	5%	5%	-11%	3%
Vif-APOBEC3G blk	-2%	1%	1%	1%	4%	-1%	-1%	1%
GRP78 ERSR act	-7%	-2%	-1%	-1%	-6%	-5%	-5%	2%
RXFP1 agonist	-1.0%	-1.2%	2.5%	1.4%	-3.0%	-2.7%	-1.5%	0.0%
D1 ag	3	6	1	5	0	14	3	6
D2 potentiator	5	-33	8	-12	-4	11	-2	-7
D1 antag	-9	-10	0	-2	8	-22	8	14

This is a subset. The share of hits here may be higher or lower than overall.
